Screening results from PubChem.
TWEAK Fn14 block: blocks TWEAK-Fn14 interaction in a reporter cell assay; TWEAK-stimulated Fn14 reporter cells, luciferase luminescence, 8 h; inhibition, % at 10 µM; actives 2% (n = 360,000); AID 1159606; in the data active = inhibition above about 50%
Shn3 inh set2: Schnurri-3 reporter inhibition in Clone20 osteoblasts; actives 0.52% (n = 360,000); inhibition, % at 12.5 µM; Clone20 osteoblast Shn3 3'UTR firefly luciferase, 24 h;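 active = mean inhibition of at least 75% with every replicate also reaching 75%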;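 note: 0% = median of neutral control wells and 100% = pilot-screen positive control compound; some compounds past the cut are filed as inactive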
TRPM1 prom inh: MITF TRPM1 promoter inhibition in SK-MEL-5 cells; SK-MEL-5 TRPM1 promoter luciferase, 24 h; actives 0.83% (n = 330,000); inhibition, % at 12.5 µM;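 active = mean inhibition across replicates of 60% or more, whatever share of single replicates reaches that level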; note: values of inactives mirror those of a sister screen read the other way
NR2E3 ag-1: agonists of human nuclear receptor NR2E3; inhibition of corepressor binding, % at 4.78 µM; actives 0.12% (n = 320,000); AID 2300; Q9Y5X4; GST-NR2E3/biotin-RetCOR TR-FRET, 1536-well;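 active = percent inhibition above the cutoff of mean plus 3 SD of all tested compounds, set per screening campaign, cut at about 20% in these data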;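 note: 0% = DMSO wells and 100% = biotin wells as full block of FRET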
Target sequence (Q9Y5X4 whole entry, looked up): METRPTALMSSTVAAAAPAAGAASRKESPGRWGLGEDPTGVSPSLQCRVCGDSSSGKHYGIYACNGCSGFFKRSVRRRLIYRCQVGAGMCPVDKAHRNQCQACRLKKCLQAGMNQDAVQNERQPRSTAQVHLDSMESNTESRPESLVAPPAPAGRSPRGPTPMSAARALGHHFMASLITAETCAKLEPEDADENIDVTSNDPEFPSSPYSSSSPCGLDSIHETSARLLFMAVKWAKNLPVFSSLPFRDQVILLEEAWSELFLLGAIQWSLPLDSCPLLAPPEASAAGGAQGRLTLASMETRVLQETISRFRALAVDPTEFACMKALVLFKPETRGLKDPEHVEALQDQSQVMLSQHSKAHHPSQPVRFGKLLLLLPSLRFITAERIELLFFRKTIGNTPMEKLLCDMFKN
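system = GST-tagged NR2E3 plus biotinylated RetCOR corepressor | input = 1.35 nM GST-NR2E3 | also added = 7 nM biotin-RetCOR | schedule = 5 h incubation at 4 °C | measured by = TR-FRET with europium anti-GST and streptavidin-D2, 340 nm excitation | read-out = percent loss of FRET ratio relative to control wells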
Peg3 promoter: reduces Peg3 promoter-driven luciferase expression in HeLa | AID 588405 | actives 1.7% (n = 360,000) | HeLa PEG-Prom luciferase reporter, luminescence, overnight | inhibition, % at 20 µM;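 active = inhibition of at least 50% at 20 µM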
HIF-2a block: HIF-2a inhibition; actives 0.72% (n = 360,000); inhibition, % at 18.8 µM; 786-0 RCC cells HIF-2a reporter, luciferase luminescence, overnight;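 active = inhibition of the luminescence signal of 40% or more relative to plate controls, in a single-dose primary screen at 18.75 µM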
TROY NFkB inh: inhibitors of TROY-dependent NF-kB signaling | Q293 LMP1-TROYcd NF-kB luciferase reporter, 4 h | actives 0.98% (n = 360,000) | inhibition, % at 10 µM;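 active = compounds whose plate-normalised and pattern-corrected inhibition of the luciferase reporter signal at the single screening dose is 50% or more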
KKLEB tox: CF airway cell cytotoxicity counter-screen. AID 602141. activity change (cytotoxicity), % at 5 µM. KKLEB CF airway cells viability, ATPlite luminescence, overnight; stronger effect = lower value; cells stimulated with P. aeruginosa culture filtrate. actives 0.36% (n = 360,000);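 active = corrected activity change at or below -50% at 5 µM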
CF NFkB inh: inhibitors of cystic fibrosis induced NF-kB; inhibition, % at 5 µM; actives 0.86% (n = 360,000); AID 588850; KKLEB NF-kB-GFP reporter, PAF-induced, GFP fluorescence overnight;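 active = at least 50% inhibition at 5 µM, scaled per plate between neutral and stimulator controls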;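 note: PAF is a Pseudomonas aeruginosa culture filtrate used as stimulus; plate controls were PAF-stimulated DMSO wells for no effect and unstimulated DMSO wells for full effect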
TRAIL sens C8: caspase-8 TRAIL sensitization | actives 1% (n = 360,000) | inhibition (viability loss, TRAIL sensitization), % at 10 µM | NB7+C8 cells + TRAIL, ATPlite viability luminescence | AID 624354;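 active = compounds causing at least 50% loss of cell viability in the single-dose screen, relative to plate controls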
NR2E3 ag-2: human photoreceptor-specific nuclear receptor agonism; Q9Y5X4; CHO-S Gal4-NCOR/VP16-NR2E3 two-hybrid, luciferase; inhibition of corepressor binding, % at 3.98 µM; actives 0.35% (n = 360,000); AID 602229;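 active = inhibition above the mean of all tested compounds plus 3 SD, cut at about 70% in these data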;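 note: 0% = DMSO with NR2E3 transfected cells and 100% = cells lacking NR2E3 construct; higher means lower luciferase signal from less NR2E3 corepressor binding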
The depositor's hits bear a star; nt = no result given; & = joins results of further samples. Not all compounds are listed; the hit share may differ from the screen's.

Every second line gives: TWEAK Fn14 block, Shn3 inh set2, TRPM1 prom inh, NR2E3 ag-1, Peg3 promoter, HIF-2a block, TROY NFkB inh, KKLEB tox, CF NFkB inh, TRAIL sens C8, NR2E3 ag-2
Cn1nccc1C(=O)Nc1ccn(C23CC4CC(CC(C4)C2)C3)n1
    11, 4, -18, 1, -99, -104, -22, 6, -12, 11, -33
O=C1c2ccccc2C(=O)N1CCc1csc(-c2ccc(F)cc2)n1
    -6, -13, -5, -3, -19, -26, -23, 0, -16, -3, -27
COc1ccc(N2C(=O)CC(N3CCC(c4nc5ccccc5[nH]4)CC3)C2=O)cc1 (stereo not given)
    -2, 19, 4, -5, 9, 7, 6, 0, 7, -7, -26
CSc1sc(-c2n[nH]c(=S)n2C)c2c1C=CCC2
    -27, 11, 8, -3, 11, 16, -5, -9, 8, -5, 0
O=C(NC(Cc1ccccc1)C(=O)O)/C(=C/c1cccc([N+](=O)[O-])c1)NC(=O)c1cccc(Br)c1 (stereo not given)
    9, 10, 9, 0, 12, 13, 6, -6, 1, 0, 10
Cc1ccc(NC(=O)c2cccc(OCc3c(C)noc3C)c2)cc1S(=O)(=O)Nc1ccccc1Cl
    36, 12, 10, -1, 25, 29, 12, -6, -9, 14, 1
Cc1oc2c(C)c3oc(=O)c(CCC(=O)NCCCN4CCCC4=O)c(C)c3cc2c1C
    -1, 9, nt, 1, -18, -7, -7, 5, 3, -8, 4
CCCCCCC1CC(CCc2nc(=S)[nH][nH]2)C(=O)O1 (stereo not given)
    -1, -1, 2, 1, 3, 20, -2, 15, 12, -9, -1
COC(=O)c1ccccc1S(=O)(=O)NC(=O)c1ccccc1
    -13, -16, 6, 7, 14, 15, -3, 14, 4, 12, -43
COc1cccc(-c2cc(C(=O)Nc3cccnc3Cl)no2)c1
    -22, -75, -58, -2, -184, -97, -23, -13, -7, 14, -11
C/C(=N\NC(=O)C1CC1)c1ccccc1O
    -3, -2, 2, -1, -21, -11, -9, 8, -2, 0, -4
CCOc1ccc(-c2cc(NC(=O)c3c(F)cccc3F)c(C(=O)O)s2)cc1
    -40, -4, -11, nt, 13, -15, -6, 4, -8, 13, 26
Cc1ccc(-c2cnc(C(O)c3cc(F)cc(Cl)c3)[nH]2)cc1 (stereo not given)
    -6, 5, nt, nt, 9, -33, -6, 8, -9, -26, -92
O=C1/C(=C/c2ccc(F)cc2)SC(=S)N1Nc1ncc(C(F)(F)F)cc1Cl
    -5, -15, 4, -1, 15, 3, -22, 3, -13, -16, -22
CCOC(=O)c1csc(NC(=O)c2ccccc2)n1
    4, -52, nt, -1, -420, -259, -68, 10, -20, 10, -95
CCn1c(COc2ccccc2)nnc1SCC(=O)c1cccc([N+](=O)[O-])c1
    -19, 8, 3, 2, 13, 8, 15, 8, -3, -9, 5
CCN(C[C@H]1N[C@@](C)(C(=O)OC)[C@H]2C(=O)N(C)C(=O)[C@@H]12)C(=O)Nc1ccc(C)cc1
    3, 4, 1, nt, 8, 0, -26, -15, 9, -3, -10
O=C(O)/C=C/C(=O)N(Cc1ccc2c(c1)OCO2)C1CC(=O)N(CCc2ccccc2)C1=O (stereo not given)
    12, -9, -3, 3, -1, 10, -4, -2, -9, 3, -33
CC(C)CNS(=O)(=O)c1ccc(S(=O)(=O)N2CCC(N3CCCCC3)CC2)cc1
    5, 2, -3, 1, 11, 3, -19, 2, 2, 11, -27
Cc1nc2nc[nH]n2c(=O)c1CC(=O)O
    -2, -14, -4, 0, 1, -4, 3, 3, 2, -10, 5

(cont.)
Every second line gives: TWEAK Fn14 block, Shn3 inh set2, TRPM1 prom inh, NR2E3 ag-1, Peg3 promoter, HIF-2a block, TROY NFkB inh, KKLEB tox, CF NFkB inh, TRAIL sens C8, NR2E3 ag-2
Cc1noc(NS(=O)(=O)c2ccc(NC(=O)COc3ccc(Cl)cc3Cl)cc2)c1C
    17, 1, 3, 1, 24, -7, -10, -5, 5, -17, -8
O=C(N=Nc1c(O)[nH]c2ccccc12)Nc1ccccc1
    -19, -8, -57, nt, -341, -267, -39, -9, 11, 8, -106
CC(C)(C)c1cc(C(=O)NN)n(Cc2ccc(F)cc2)n1
    0, -2, 6, 0, 5, 13, 3, -15, 9, 18, 7
CC(=O)c1c(C)[nH]c(C(=O)Nc2cccc(S(=O)(=O)N3CCOCC3)c2)c1C
    -36, 7, 2, -2, -30, -32, -32, 1, -57, -5, -9
Cc1nc2ccccc2n1CCc1nc2c3ccccc3nc(=S)n2[nH]1
    12, -6, 7, -1, 9, 22, 2, 12, -4, 1, 8
COc1ccc(C)cc1NC(=O)c1cc(-c2ccccc2)nc2c1cnn2C(C)C
    3, 0, 7, 2, 11, 5, -8, -8, 30, 8, 22
CCNC(=O)n1cc(-n2cncn2)c(-c2ccc(Cl)cc2)n1
    5, 16, 2, 2, 7, 10, -2, 0, 12, 3, 17
O=C(Nc1c2c(nn1-c1ccccc1)CS(=O)C2)c1ccc(S(=O)(=O)N2CCOCC2)cc1 (stereo not given)
    6, -11, 2, 2, -68, 10, -7, 6, -2, -2, 0
CN1OC[C@@H]2CN[C@H](c3cccc(Oc4ccccc4)c3)C[C@@H]21
    -8, -21, nt, nt, -39, -2, -4, 2, 12, 7, -25
COc1ccc(C(=O)Nc2ccc(Cl)cn2)cc1Cl
    -8, -85, -87, 0, -311, -288, -62, 22, -28, 6, -102
CC(=O)c1ccc(CCCCCCCCCC(=O)O)s1
    -12, -3, 1, 9, -9, 7, 10, 7, -9, -7, -26
CC(C)CNC(=O)COC(=O)c1cc(S(=O)(=O)N2CCCCC2)ccc1N1CCOCC1
    21, 14, 8, 3, 10, 11, nt, -9, -4, -18, 1
Cn1c(CNC(=O)CNS(=O)(=O)c2ccc(F)cc2F)cc(=O)n(C)c1=O
    10, -9, 7, -3, 0, 4, -40, 5, -15, 8, 21
CC(=O)c1cccc(NC(=O)CC2Oc3ccc(C)cc3NC2=O)c1 (stereo not given)
    -12, -1, 0, -3, -1, 12, -3, 1, 2, 1, 9
C=CC(=O)Nc1cccc(Oc2cc(Cl)nc3[nH]ccc23)c1
    45, 12, 18, nt, 50, -56, 37, -13, 18, 4, -28
Cc1cc(C)cc(Oc2coc3cc(O)ccc3c2=O)c1
    23, 4, 10, -1, 13, 16, -36, 5, -2, -4, -5
O=C1C=C(/C=C/c2ccccc2)C[C@@H](c2ccc(F)cc2)C1
    -29, -4, -10, 3, -60, -77, -37, -2, 18, -18, -43
CCCOC1CCCN(C(=O)c2cc(COc3ccc(-n4cncn4)cc3)on2)C1 (stereo not given)
    2, 33, -19, 2, -89, -91, -37, 10, 3, 3, 21
Fc1ccc(-c2nnc(CN3CCN(c4ncc(C(F)(F)F)cc4Cl)CC3)o2)cc1
    6, 47, 1, 1, 0, 13, 23, -5, -16, 15, -8
COC(=O)c1[nH]c2ccc(C)cc2c1NC(=O)CN1CCc2cc(OC)c(OC)cc2C1
    16, 63&44, 16, 2, 17, 5, 35, -4, 2, 4, 13

Laid out differently: eight of the compounds above.
molecule | TWEAK Fn14 block | Shn3 inh set2 | TRPM1 prom inh | NR2E3 ag-1 | Peg3 promoter | HIF-2a block | TROY NFkB inh | KKLEB tox | CF NFkB inh | TRAIL sens C8 | NR2E3 ag-2
Cc1nc2ccccc2n1CCc1nc2c3ccccc3nc(=S)n2[nH]1 | 12 | -6 | 7 | -1 | 9 | 22 | 2 | 12 | -4 | 1 | 8
COc1ccc(C)cc1NC(=O)c1cc(-c2ccccc2)nc2c1cnn2C(C)C | 3 | 0 | 7 | 2 | 11 | 5 | -8 | -8 | 30 | 8 | 22
CCNC(=O)n1cc(-n2cncn2)c(-c2ccc(Cl)cc2)n1 | 5 | 16 | 2 | 2 | 7 | 10 | -2 | 0 | 12 | 3 | 17
O=C(Nc1c2c(nn1-c1ccccc1)CS(=O)C2)c1ccc(S(=O)(=O)N2CCOCC2)cc1 (stereo not given) | 6 | -11 | 2 | 2 | -68 | 10 | -7 | 6 | -2 | -2 | 0
CN1OC[C@@H]2CN[C@H](c3cccc(Oc4ccccc4)c3)C[C@@H]21 | -8 | -21 | nt | nt | -39 | -2 | -4 | 2 | 12 | 7 | -25
COc1ccc(C(=O)Nc2ccc(Cl)cn2)cc1Cl | -8 | -85 | -87 | 0 | -311 | -288 | -62 | 22 | -28 | 6 | -102
CC(=O)c1ccc(CCCCCCCCCC(=O)O)s1 | -12 | -3 | 1 | 9 | -9 | 7 | 10 | 7 | -9 | -7 | -26
CC(C)CNC(=O)COC(=O)c1cc(S(=O)(=O)N2CCCCC2)ccc1N1CCOCC1 | 21 | 14 | 8 | 3 | 10 | 11 | nt | -9 | -4 | -18 | 1

The results go on.
Every second line gives: TWEAK Fn14 block, Shn3 inh set2, TRPM1 prom inh, NR2E3 ag-1, Peg3 promoter, HIF-2a block, TROY NFkB inh, KKLEB tox, CF NFkB inh, TRAIL sens C8, NR2E3 ag-2
CNC[C@@H]1OCc2ccccc2-c2c(n(C)c3ccccc23)C(=O)N([C@H](C)CO)C[C@H]1C
    13, -3, nt, nt, -4, -2, 15, -2, 17, -18, -9
Cc1c(C(=O)N2CCOCC2)[nH]c2c1C(=O)CC(c1ccccc1Cl)C2 (stereo not given)
    27, 12, 21, 0, 26, 11, 26, -15, 29, 9, -59
COc1ccccc1N1CCN(/N=C/C(Cl)=C/c2ccccc2)CC1
    -6, nt, -39, 2, -296, -328, -2, 2, 9, 1, -139
CC(=O)c1ccc(NC(=S)NC(=O)CC(C)C)cc1
    0, -41, -8, -1, -132, -132, -64, 14, -17, 2, -34
CCOc1ccc(N(CC(=O)Nc2ccccc2OCC)S(=O)(=O)c2c(C)noc2C)cc1
    -5, -9, 65*, -2, 8, 18, 20, -29, 44, 29, 12
CCCCNC(=S)N=Nc1c(O)[nH]c2ccccc12
    -13, -3, -9, -7, -32, -45, -46, 9, 9, 2, 7
COc1cc(/C=N\NC(=O)CNC(=O)C2COc3ccccc3O2)ccc1O (stereo not given)
    22, -45, 1, 1, 11, 1, -1, 0, 0, -3, -19
CCOC(=O)C1=C(O)CSC1=Nc1cccc(Cl)c1
    -3, 4, -9, 0, 6, 8, -3, -7, 19, -2, -31
O=C(O)CNC(=O)C(Cc1ccccc1)NC(=O)OCc1ccccc1 (stereo not given)
    -11, 30, 3, 6, 0, 12, -18, -1, 2, 7, 3
Cc1cccc(NC(=O)CSc2cccc[n+]2[O-])c1C
    3, -2, 1, nt, -8, 12, -3, -5, -9, 7, -5
O=C(NC1CCS(=O)(=O)C1)c1ccc(S(=O)(=O)N2CCCC2)cc1 (stereo not given)
    -12, -8, -11, 0, 7, 6, 21, 1, 17, 1, -6
Nc1ccc(Nc2ccncc2)cc1
    -3, 9, nt, nt, -8, 8, -21, -13, 6, -17, -6
